Screens: PubChem, several laboratories
Ins promoter up – MIN6 insulin promoter up-regulation. MIN6 insulin promoter-GFP reporter, high-content imaging; stronger effect = higher value. z-score at 5 µM. actives 0.3% (n = 190,000);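 active = z-score above 3 at 5 µM with at least 500 cells counted in the well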
MT stabilizer – microtubule stabilization, imaging screen; HeLa tubulin immunostaining HCS, 24 h; share of cells brighter than vehicle mean+2SD; % tubulin-high responders, % at 10 µM; actives 0.83% (n = 200,000);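 active = plate Z-score above 3 for both tubulin-high and condensed-nucleus cell shares, with cell loss under 80%, at 10 µM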;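 also: anti alpha tubulin signal scored within the nucleus-defined area of each cell; some results filed as inactive read as strong as hits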
Dynein cargo inh – blocks dynein driven cargo transport along microtubules; AID 1381; 3617.4 mouse cells, GR-EGFP nuclear translocation imaging; test concentration mostly 20 µM; stimulated with dexamethasone, 1 µM; stronger effect = lower value; z-score, hits read low; actives 0.47% (n = 220,000);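 active = plate z-score of nuclear minus cytoplasmic receptor signal below a set negative limit, without overly bright fluorescence or cell loss, cut at about -3.5 in these data, passing the limit was not always enough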;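 also: z-score of nuclear minus cytoplasmic ring GR-EGFP intensity difference per well; some compounds called inactive have numbers as strong as hits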
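medium = tetracycline-free induction medium containing charcoal-stripped FBS | probe or stimulus = dexamethasone, 1.0 µM final | timing = 48 h induction, then 1 h compound, then 30 min agonist, 37 °C | detection = automated 10x imaging of fixed Hoechst-stained cells | read-out basis = nuclear versus cytoplasmic GR-EGFP signal, averaged per well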
Myeloid diff MLP – promotes myeloid progenitor differentiation; AID 624256; calls only at 10 µM; actives 1% (n = 360,000); ER-HoxA9 myeloid progenitors, lysozyme-GFP differentiation, flow cytometry;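 active = normalized GFP-positive differentiation at or above the plate's own cutoff, the solvent-only control mean plus 3 SD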;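 also: cells exposed to compound for four days before flow analysis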
TNAP activators – stimulation of alkaline phosphatase TNAP activity – biochemical, luminescent, no phosphate acceptor, uHTS, primary screen (AID 1001); purified TNAP, luminescent activation assay, no phosphate acceptor; higher activation fold means a stronger effect; one-dose activation fold at 20 µM; EC50 in µM for titrated hits; actives 0.03% (n = 200,000); in the data active = activation fold from about 3, or a potency from the dose series; inactive = the rest, 99 in 100 with activation fold below about 1.6; also: many of its hits are not listed in these tables
Lipid droplet – hepatic lipid droplet formation modulation; AML12 mouse hepatocytes, oleate lipid droplets, BODIPY imaging; inhibition, % at 6.5 µM; actives 0.4% (n = 240,000);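 active = lipid droplet intensity inhibited by at least 50%, with more than 500 cells counted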
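Material – mouse AML12 hepatocyte cell line, fixed after treatment · Compound dosing – one dose, 6.5 µM compound · Times – compound with oleate, overnight · Measured by – Image-based BODIPY and DAPI two-channel analysis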
b-catenin transl – alters nuclear translocation of beta-catenin in HeLa cells. nuclear translocation activity, % at 5 µM. immunofluorescence imaging. actives 0.3% (n = 190,000);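 active = nuclear translocation activity above 50% at 5 µM, with a well cell count of 50 or more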;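 also: per-cell ratio of nuclear to cytoplasmic median beta-catenin stain intensity; plate controls were DMSO negative control for no effect and GSK-3 inhibitor IX positive control for full effect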
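Test system: human HeLa cells, native beta-catenin. Compound dosing: 5 µM primary single dose, 0.1% DMSO, 0.02–20 µM confirmation series. Incubation: compound exposure 24 h at 37°C. Detection: beta-catenin immunostaining with DAPI counterstain, 20x imaging, 6 fields/well. Read-out basis: Nuclear/cytoplasmic beta-catenin signal ratio, % activation.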
PMI inhibitors – inhibitors of human PMI, primary screen, biochemical, fluorescence intensity, coupled assay (AID 1209); inhibition, % at 20 µM; hits with a dose series show IC50 in µM; purified PMI enzyme, coupled fluorescence intensity; higher % means a stronger effect; actives 0.42% (n = 190,000); in the data active = inhibition above about 50%;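 also: plate controls were DMSO vehicle for no effect and wells lacking substrate for full effect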
T cell modulator – modulates CD8 T cell binding to vesicles | 2C CD8+ T cell-vesicle binding, flow cytometry; stronger effect = lower value | calls only at 7 µM | actives 0.068% (n = 330,000);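 active = response, share of CD8 T cells binding vesicles, and their 90th percentile fluorescence all below set limits, cut at about 80% in these data, passing the limit was not always enough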
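Also added: QL9-peptide-loaded Drosophila micro-vesicles bearing Ld, ICAM-1 and B7-1; Test system: purified 2C TCR transgenic mouse naive CD8+ T cells; Measured by: cytometric PE anti-B7-1 and Alexa647 anti-CD8 signals after 1% paraformaldehyde fixation; Timing: binding step 1.5 h, 37 °C, antibody labelling 20 min, ice.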
Dynein cargo inh cytoplasmic EGFP – second read-out of Dynein cargo inh, no call of its own (marks repeat the call); z-score; measured here: cytoplasmic GR-EGFP intensity; stronger effect = higher value
Dynein cargo inh nuclear GR-EGFP – recorded beside Dynein cargo inh, whose call it bears; z-score; measured here: nuclear GR-EGFP intensity;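 lower value marks the stronger effect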
Dynein cargo inh cell count – also measured in Dynein cargo inh; calls as there; z-score; measured here: cell count per field
Ins promoter up cell count – second read-out of Ins promoter up, no call of its own (marks repeat the call); cell count; measured here: cytotoxicity, nuclei count;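 total cells summed across four imaged fields per well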
Lipid droplet cells 6.5 µM – also measured in Lipid droplet; calls as there; cell count; measured here: cell count, cytotoxicity flag;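 cells counted across two imaged fields per well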
b-catenin transl cell count 5 µM – also measured in b-catenin transl; calls as there; cell count; measured here: cell count, cytotoxicity flag
T cell modulator vesicle-bound % – second read-out of T cell modulator, no call of its own (marks repeat the call); double positive events, %; measured here: CD8+ vesicle-bound cell fraction;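 binding gate set so that unloaded-vesicle control wells show 10% double positive cells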
MT stabilizer Hoechst-high % – recorded beside MT stabilizer, whose call it bears; % Hoechst-high responders; measured here: nuclear condensation Hoechst responders;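 share of cells brighter than vehicle mean plus two SD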
MT stabilizer cytotoxicity % – recorded beside MT stabilizer, whose call it bears; toxicity, %; measured here: cytotoxicity by cell density;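 0% = mean cell density of plate MIN control wells and 100% = no cells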
Myeloid diff MLP GFP+ MAC1+ % – further read-out of Myeloid diff MLP, marked with its call; GFP+ MAC1+ double positive, %; measured here: differentiation confirmed by MAC1 staining
Starred values were filed as active, the others as inactive; i = inactive; / = not tested or not shown; + = active, no number.

SMILES	Ins promoter up	Ins promoter up cell count	MT stabilizer	MT stabilizer Hoechst-high %	MT stabilizer cytotoxicity %	Dynein cargo inh	Dynein cargo inh cytoplasmic EGFP	Dynein cargo inh nuclear GR-EGFP	Dynein cargo inh cell count	Myeloid diff MLP	Myeloid diff MLP GFP+ MAC1+ %	TNAP activators	Lipid droplet	Lipid droplet cells 6.5 µM	b-catenin transl	b-catenin transl cell count 5 µM	PMI inhibitors	T cell modulator	T cell modulator vesicle-bound %
NS(=O)(=O)c1ccc(CCNC(=O)C2CCN(S(=O)(=O)c3c(Cl)cccc3Cl)CC2)cc1	-0.11	902	/	/	/	-0.00832	-0.805	-0.15	-0.373	i	0.7	/	5.0	661	0.4	1365	/	i	9.7
NC(=O)c1nsc(C(=O)N(CCc2ccccc2)C(C(=O)NC2CCCC2)c2ccco2)c1N (stereo not drawn)	-0.47	1367	3.7	4.0	9.1	0.652	-0.227	0.439	0.054	i	6.5	1.1	/	/	-2.1	1441	0.3%	i	25.0
CCc1nc(SCC(=O)N2CCC(Cc3ccccc3)CC2)c2c(=O)n(C)c(=O)n(C)c2n1	0.28	1725	3.2	4.4	11.6	-1.07	-0.169	-0.357	1.14	/	/	1.1	-2.9	622	0.8	1128	18.6%	/	/
CC(C)(C)n1nc2c(c1NC(=O)Cc1ccc(F)cc1)CSC2	-0.89	928	8.1	1.3	0.8	0.261	-0.0807	0.468	-0.663	i	1.8	1.3	/	/	/	/	-0.3%	i	32.5
Clc1ccc(C2=NNC(=NCc3ccccc3)SC2)cc1	-0.07	1606	2.1	2.9	4.5	0.378	-0.301	0.216	0.221	i	0.5	1	3.8	639	-0.5	893	-7.4%	i	38.1
O=C(CCCCCn1c(=O)[nH]c2ccsc2c1=O)NCc1cccs1	-0.29	1249	3.6	1.7	7.4	0.0643	-0.154	0.63	-0.4	i	0.4	1.1	-26.8	658	-0.7	1127	0.7%	i	5.8
COc1ccc(NC(=O)C23CC4CC(C2)CC(c2ccccc2)(C4)C3)c(OC)c1	-0.88	1452	4.0	2.2	4.2	-0.522	0.0622	-0.317	0.212	i	0.7	0.9	12.9	660	-1.3	1005	12.1%	i	27.4
O=C(COc1ccccc1)NCC(c1cccs1)N1CCOCC1 (stereo not drawn)	/	/	3.8	1.5	3.6	0.239	-0.218	-0.0117	0.156	i	1.4	1.1	-7.9	721	-3.5	476	-9.5%	i	4.6
CCN(CC)C(=O)Nc1ccccc1C	-0.58	972	3.8	2.6	5.3	0.511	-0.188	0.0827	0.445	i	0.6	1.2	-1.6	789	/	/	3.1%	i	59.3
Cc1c(C(=O)NCc2cccs2)oc2ccccc12	0.14	1311	13.2	19.5	96.8	-0.29	1.53	0.345	0.935	i	0.9	1.1	-3.6	625	/	/	-0.3%	i	11.3
COc1cccc(N2CC(=O)N(c3cccc(OC)c3)CC2=O)c1	-0.38	1529	3.6	3.4	3.1	-1.26	-0.301	0.00559	1.1	i	0.8	1.1	5.4	724	-3.7	1159	0.4%	i	60.9
CCOc1ccccc1COC(=O)c1cccc(-n2cnnn2)c1	0.45	1235	4.5	3.3	5.8	0.285	-0.296	0.203	-0.394	i	0.4	1	/	/	2.5	1173	4.8%	i	33.5
COc1cc([N+](=O)[O-])cc(/C=N/NC(=O)c2cc(-c3ccccc3)nc3ccccc23)c1O	/	/	/	/	/	2.94	-0.205	1.41	-2.45	i	0.7	/	0.8	701	0.4	1220	/	i	43.9
Cc1nn(Cc2c(F)cccc2Cl)c(C)c1NC(=O)C1CC1	-0.04	1128	6.3	2.4	8.2	-0.305	-0.247	-0.499	-0.0618	i	0.4	1	-7.4	748	/	/	9.7%	i	53.2
C/C(=N\Nc1ccc(F)cc1F)c1ccc(N2CCOCC2)cc1	0.06	1331	3.0	2.0	9.5	-0.144	0.545	-0.218	0.453	i	0.4	1.1	-7.8	676	1.2	1124	-62.5%	i	8.5
O=c1[nH]cnc2c1c(-c1ccccc1)cn2-c1ccc(Br)cc1	-0.52	1343	2.1	1.8	2.9	-0.311	-0.235	-0.471	0.298	i	0.0	1	7.0	698	-0.1	540	16.0%	i	57.1
COc1ccc2c(c1)OC1=C(C(=O)CCC1)C2C1=C(O)CCCC1=O (stereo not drawn)	-0.23	1576	3.8	1.7	7.3	-0.0209	-0.136	-0.854	0.316	i	0.9	1.1	/	/	-2.3	1323	2.1%	i	43.1
COc1ccccc1C(=O)Nc1ccccc1C(=O)N1CCCC1	-0.51	1158	3.4	0.1	29.8	-0.794	-0.115	0.0124	0.471	i	1.4	1.1	-1.6	714	/	/	7.1%	i	55.6
COC(=O)c1ccccc1NC(=O)C1CC(c2ccc(F)cc2)=NO1 (stereo not drawn)	-1.06	1515	4.5	3.0	6.3	0.854	-0.249	0.606	-0.873	i	1.0	1.2	/	/	-0.7	928	5.6%	i	60.6
COc1ccc(CCNC(=O)c2cc(-c3ccc(C)c(C)c3O)n[nH]2)cc1OC	0.57	833	1.8	1.2	4.1	-0.691	-0.384	-0.254	0.915	i	0.4	1	0.0	773	/	/	4.3%	i	22.0
CSC1=NCCN1C(=O)c1c(-c2c(F)cccc2Cl)noc1C	-0.2	1108	/	/	/	0.41	-0.196	-0.00343	-0.293	i	0.2	/	1.0	687	-0.2	1319	/	i	30.9
O=C1/C(=C\c2cccnc2)SC(=S)N1c1ccc(F)cc1	-0.37	1169	4.5	3.6	4.6	-1.2	-0.129	-0.645	1.2	+	11.9*	1.3	-16.7	635	2.9	1044	-9.0%	i	33.2
O=C(CSc1nnc(CNc2ccc(F)cc2)n1Cc1ccco1)N1CCOCC1	-0.31	1693	3.7	2.4	3.6	0.22	-0.198	0.37	0.626	i	0.7	1	/	/	2.7	1368	-6.6%	i	51.8
Cc1c(C)[n+](=O)c2c(n1[O-])C(Br)CCC2Br (stereo not drawn)	0.36	1128	/	/	/	-0.0565	-0.231	-0.129	1.52	i	0.9	/	7.9	754	1.3	1395	/	i	4.3
COc1ccc(N2CCN(Cc3oc(CO)cc(=O)c3O)CC2)cc1	-0.39	751	1.7	0.6	5.1	-0.489	0.113	-0.0714	0.0505	i	0.3	1.1	-0.6	736	1.3	911	-0.5%	i	38.8

(further entries)
SMILES	Ins promoter up	Ins promoter up cell count	MT stabilizer	MT stabilizer Hoechst-high %	MT stabilizer cytotoxicity %	Dynein cargo inh	Dynein cargo inh cytoplasmic EGFP	Dynein cargo inh nuclear GR-EGFP	Dynein cargo inh cell count	Myeloid diff MLP	Myeloid diff MLP GFP+ MAC1+ %	TNAP activators	Lipid droplet	Lipid droplet cells 6.5 µM	b-catenin transl	b-catenin transl cell count 5 µM	PMI inhibitors	T cell modulator	T cell modulator vesicle-bound %
Cc1onc(-c2ccccc2Cl)c1C(=O)OCN1C(=O)c2ccccc2C1=O	0.16	1124	4.8	2.3	2.4	-0.236	-0.286	0.329	0.13	i	0.4	1	/	/	-3.2	942	12.9%	i	9.1
CC(C)OC(=O)CCc1nc2ccccc2[nH]c1=O	0.45	1206	1.7	1.9	20.9	0.533	-0.247	0.511	1.06	i	1.3	1.1	5.4	689	/	/	14.0%	i	16.4
CCCCCn1c(SCCN2CCOCC2)nc2c1c(=O)[nH]c(=O)n2C	0.01	1360	5.8	3.1	4.7	-0.468	-0.325	-0.0492	0.354	i	1.1	1.1	/	/	0.4	1360	5.5%	i	39.6
Cc1cc(C)cc(NC(=O)CN2CCN(CCN=CC3=C(O)CC(C)(C)CC3=O)CC2)c1	0.24	1238	3.6	2.5	6.2	0.925	-0.219	0.461	-0.0224	i	0.8	1	0.4	752	-0.6	1082	4.5%	i	6.2
CCOc1ccc(N2C(=O)CC(N3CCC(O)(c4ccc(Br)cc4)CC3)C2=O)cc1 (stereo not drawn)	0.63	1008	1.4	1.9	6.9	-0.479	0.66	-0.348	1.04	i	0.8	1	8.5	789	/	/	13.3%	i	34.8
C#CCn1c(=NC(=O)c2cccs2)sc2cccc(OCC)c21	-0.8	2158	3.9	5.0	5.9	-0.276	-0.235	-0.153	0.309	i	3.9	1.1	-15.2	635	-2.0	1156	5.4%	i	23.3
O=C(NC1(C(F)(F)F)N=C2SCCN2C1=O)C1CCCCC1 (stereo not drawn)	0.33	1202	3.0	1.6	10.9	0.437	-0.212	-0.475	0.0319	i	0.6	1.1	-9.2	795	-0.1	1054	17.4%	i	51.0
COc1ccc(CCN2C(=O)C3CC(C)=C(C)CC3C2=O)cc1OC (stereo not drawn)	-0.55	1098	3.4	2.4	4.8	0.68	-0.224	0.426	0.121	i	0.4	1.1	/	/	/	/	-5.7%	i	17.9
COc1ccc(C2CC(=O)c3cnc(N4CCc5ccccc54)nc3C2)cc1OC (stereo not drawn)	-0.02	1508	/	/	/	0.188	-0.224	0.108	-0.329	/	/	/	7.3	717	2.0	1161	/	i	59.6
COc1ccc(C(=O)COC(=O)c2ccco2)cc1	0.44	1320	3.0	1.3	7.9	1.92	-0.219	0.933	-1.54	i	0.8	1.1	/	/	-1.0	1041	4.1%	i	40.0
